# High-throughput results: PubChem BioAssay, Broad Institute
# ERAP1 HTS inh: ERAP1 (human) enzyme inhibition. recombinant ERAP1, Leu-AMC fluorescence, 60 min. AID 652197. hit rate 0.15% among 340,000. Q9NZ08. inhibition, % at 10.7 µM;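 active means mean replicate inhibition of at least 30%, or all replicates individually reaching that 30% level; inactive means mean below 30% and not every replicate reaching it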;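 further: 0% = neutral control wells and 100% = L-leucinethiol positive control wells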
# SIRT5 block: inhibitors of human sirtuin-5 desuccinylase. Q9NXA8. Purified SirT5, succinyl-peptide AMC, trypsin-coupled fluorescence. inhibition, % at 15 µM. hit rate 1.1% among 330,000; in the data active means inhibition above about 15%
# Target sequence (Q9NXA8 whole entry, looked up): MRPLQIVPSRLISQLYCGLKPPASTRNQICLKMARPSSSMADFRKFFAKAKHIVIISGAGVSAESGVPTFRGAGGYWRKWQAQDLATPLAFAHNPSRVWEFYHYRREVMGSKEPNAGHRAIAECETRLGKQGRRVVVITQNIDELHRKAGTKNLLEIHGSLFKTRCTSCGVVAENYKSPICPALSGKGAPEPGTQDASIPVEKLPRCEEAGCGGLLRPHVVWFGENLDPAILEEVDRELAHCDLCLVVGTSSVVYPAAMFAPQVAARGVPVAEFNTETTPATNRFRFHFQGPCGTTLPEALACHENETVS
# Statin myotox sup: protects C2C12 myotubes from simvastatin toxicity | ATP luminescence, 48 h; scaled: DMSO 0, geranylgeraniol control 100 | rescue of ATP level, % at 7.49 µM | hit rate 0.78% among 330,000 | AID 602340;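 active means mean ATP rescue above about 67%, or every replicate alone reaching that limit, limit read from the data, passing the limit was not always enough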;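 further: myotubes were challenged with 10 µM simvastatin during compound exposure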
# S100A4 inh HTS: S100A4-myosin IIA interaction inhibition | P26447 | S100A4/TAMRA-MyoIIA peptide fluorescence polarization | inhibition, % at 10.7 µM | hit rate 0.14% among 360,000;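 active means mean inhibition of at least 70% across replicates, with every replicate also reaching that level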
# Target sequence (P26447 whole entry, looked up): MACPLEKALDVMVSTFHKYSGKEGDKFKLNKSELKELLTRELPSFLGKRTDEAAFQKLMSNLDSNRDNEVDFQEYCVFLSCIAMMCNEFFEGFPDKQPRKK
#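 Test system: S100A4 monomer protein. Medium: HEPES buffer with Ca2+, pH 7.2. Reagent: fluorescent myosin IIA peptide, 5 nM. Compound dosing: single-point compound testing. Timing: 5 min between mix addition and reading. Benchmarks: DMSO neutral and TFP positive wells.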
# LGR2 antag: inhibitors of bursicon-induced Drosophila LGR2 receptor cAMP signaling. HEK293 LGR2, CRE-luciferase, bursicon-stimulated, 4 h. inhibition, % at 9.99 µM. hit rate 0.35% among 380,000;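 active means drop in luminescence signal, shown as inhibition above about 50% in the replicate tests, limit read from the data, passing the limit was not always enough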;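 further: agonist challenge used bursicon conditioned medium at about half maximal strength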
# Xi reactivation: activators of X-chromosome reactivation in mouse fibroblasts; activation, % at 7.58 µM; XiGFP mouse fibroblasts, % GFP-positive cells imaging, 3 d; cells co-treated with 5-aza-dC sensitizer; scaled so ellipticine positive control = 100%; hit rate 0.055% among 360,000;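 active means mean normalized replicate activation at least 10% and every replicate at or above 10%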;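 further: 0% = median of on-plate neutral control wells and 100% = ellipticine 6 µM median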
#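 material = 68-5-11 XiGFP fibroblast line | medium = DMEM plus 5-aza-dC sensitizer | schedule = 3 days compound exposure | benchmarks = positive control ellipticine, 6 µM final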
# PGC1a acetyl inh: lowers PGC1a acetylation signal in U2OS cells. AlphaScreen anti-acetyl-lysine; with virally co-expressed GCN5 acetyltransferase. inhibition, % at 15.6 µM. hit rate 0.17% among 350,000. AID 651687;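 active means every replicate shows inhibition of at least 40%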;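 further: 0% = neutral control wells and 100% = positive control wells; some results beyond the cut were filed as inactive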
# Cneo AK release: Cryptococcus neoformans lysis via adenylate kinase release. AID 651654. C. neoformans lysis, adenylate kinase release luminescence, 4 h; normalised: neutral wells 0, clomiphene wells 100. lysis activity, % at 15 µM. hit rate 0.2% among 360,000;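 active means mean lysis activity across replicates of at least 80%, whatever share of replicates individually reach that level; inactive means mean lysis activity below 80%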
#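 Signal: Adenylate kinase release luminescence | Assay system: Log-phase Cryptococcus neoformans yeast cells | Input: Cells at 5 × 10^6 per mL | Buffer or medium: Fresh YPD growth medium | Compound: Single dose | Schedule: Static 4 h at 37 °C with compound, 1 h detection | Controls: Clomiphene | Read-out: Luminescence rise reflecting yeast cell lysis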
# An asterisk follows results filed as active; / = not tested or not shown; & = joins results of further samples. An excerpt; count on the stated rates, not on these rows.
cpd	molecule	ERAP1 HTS inh	SIRT5 block	Statin myotox sup	S100A4 inh HTS
1	CC1=C(C(=O)N(C(C)C)C(C)C)CC(CC(=O)NCc2cccs2)C(=O)N1CCC1=CCCCC1 (configuration not stated)	-3	3	6	2
2	O=C(CC(=O)c1ccccc1)Nc1cc([N+](=O)[O-])ccc1Cl	-2	-4	2	0
3	CCC(=O)Nc1ccc2c(c1)OC[C@H](C)N(C(=O)c1ccc(F)cc1)C[C@H](C)[C@@H](OC)CN(C)C2=O	1	-1	/	-19
4	COc1ccc(CCN2C(=O)C(Oc3ccccc3C)C2c2ccc3c(c2)OCO3)cc1 (configuration not stated)	2	8	/	-3
5	COC(=O)Cc1[nH]nc2c1C(c1ccc(O)c(OC)c1)C(C#N)=C(N)O2 (configuration not stated)	-2	-2	-12	-4
6	O=C(Nc1ccccc1F)N1CCCCN2[C@H](CO)[C@@H](c3ccc(C4=CCCC4)cc3)[C@@H]2C1	/	/	-30	/
7	O=C(C[C@@H]1CC[C@@H](NC(=O)c2cccnc2)[C@@H](CO)O1)NCCN1CCCCC1	-1	1	6	30
8	O=C(NCCN1CCc2ccccc2C1)Nc1ccc([N+](=O)[O-])cc1	-1	-1	4	-9
9	Cc1c(C)n(C)c2ccc(C(=O)NCCc3ccco3)cc12	1	-3	-4	-23
10	Cc1nc(Nc2cccc(F)c2)c2oc3ccccc3c2n1	-2	-9	9	-3

cpd	LGR2 antag	Xi reactivation	PGC1a acetyl inh	Cneo AK release
1	8	0.2	-21	-6
2	0	0.1	11	-1
3	6	0.2	1	/
4	37	0.3	-2	-3
5	5	2.6	3	1
6	2	0.3	-3	-2
7	-20	-0.2	4	93*
8	3	0.0	3	0
9	-22	0.2	-1	1
10	-24	0.0	/	-5

# Structures shown so far with a halogen (4):
cpd	molecule	ERAP1 HTS inh	SIRT5 block	Statin myotox sup	S100A4 inh HTS
2	O=C(CC(=O)c1ccccc1)Nc1cc([N+](=O)[O-])ccc1Cl	-2	-4	2	0
3	CCC(=O)Nc1ccc2c(c1)OC[C@H](C)N(C(=O)c1ccc(F)cc1)C[C@H](C)[C@@H](OC)CN(C)C2=O	1	-1	/	-19
6	O=C(Nc1ccccc1F)N1CCCCN2[C@H](CO)[C@@H](c3ccc(C4=CCCC4)cc3)[C@@H]2C1	/	/	-30	/
10	Cc1nc(Nc2cccc(F)c2)c2oc3ccccc3c2n1	-2	-9	9	-3

cpd	LGR2 antag	Xi reactivation	PGC1a acetyl inh	Cneo AK release
2	0	0.1	11	-1
3	6	0.2	1	/
6	2	0.3	-3	-2
10	-24	0.0	/	-5

# Other entries follow:
cpd	molecule	ERAP1 HTS inh	SIRT5 block	Statin myotox sup	S100A4 inh HTS
11	COCCNC(=O)c1ccc2c3n(nc2c1)-c1ccccc1CO3	5	-3	-10	4
12	O=C(Cc1c(F)cccc1Cl)Nc1ccc(S(=O)(=O)N2CCOCC2)cc1	-1	-1	/	12
13	COC(=O)c1ccc(OCC(=O)NC2CCCCCCC2)cc1	-2	-5	/	-5
14	C[C@@H]1CN([C@H](C)CO)C(=O)c2cccc(NC(=O)CCCCCC(=O)Nc3ccccc3N)c2O[C@H]1CN(C)C	-8	6	/	1
15	CN1c2ccc(Br)cc2[C@@H]2[C@@H](CCN2C(=O)C2CCCCC2)[C@@H]1CO	0	3	-13	2
16	COC(=O)C1=C(N)Oc2cc(C)n(CC3CCCO3)c(=O)c2C1c1ccc(Cl)c(Cl)c1 (configuration not stated)	/	/	-1	/
17	CN(C(=O)/C=C/c1ccco1)c1ccccc1C(=O)O	3	-1	/	2
18	COc1ccccc1NC(=O)N[C@H]1CC[C@@H](CC(=O)N2CCC(Cc3ccccc3)CC2)O[C@H]1CO	2	-4	9	5
19	O=C(NC(=S)Nc1nc(-c2cccc([N+](=O)[O-])c2)cs1)c1cc(Cl)ccc1Cl	-2	-5	-4	-2
20	CCN(/C=N/S(=O)(=O)c1ccc(Cl)cc1)CC	0	-1	/	0

cpd	LGR2 antag	Xi reactivation	PGC1a acetyl inh	Cneo AK release
11	-50	0.1	2	-5
12	-18	0.0	-4	0
13	-5	0.7	35	/
14	2	0.0	-1	/
15	4	0.0	8	57
16	-5	/	0	-2
17	20	-0.1	6	0
18	-4	0.3	-5	3
19	1	-0.1	5	-1
20	-6	0.1	/	/

# (further entries)
cpd	molecule	ERAP1 HTS inh	SIRT5 block	Statin myotox sup	S100A4 inh HTS
21	CC(=O)N1C[C@H]2CON(C)[C@H]2C[C@H]1c1cccc(-c2cc(Cl)cc(Cl)c2)c1	-5	-2	5	1
22	C[C@@H]1CN([C@@H](C)CO)C(=O)c2cc(C#CC3(O)CCCC3)cnc2O[C@@H]1CN(C)S(=O)(=O)c1ccccc1	0	1	-5	5
23	O=C(Nc1ccc2c(c1)[C@@H]1C[C@@H](CC(=O)N3CCCCC3)O[C@@H](CO)[C@@H]1O2)c1cccnc1	-1	-5	3	-1
24	C[C@H]1CN([C@@H](C)CO)C(=O)c2cc(-c3cccc(F)c3)cnc2O[C@@H]1CN(C)C(=O)C1CCOCC1	0	-2	-22	-19
25	O=C(C1CCCN(C2CC(=O)N(c3ccc(F)cc3)C2=O)C1)N1CCCC1 (configuration not stated)	1	0	-5	-1
26	CC(=O)Nc1cc2c(cc1[N+](=O)[O-])OCCO2	0	1	4	-3
27	Cc1ccc(NCC(=O)N=Nc2c(O)[nH]c3ccc([N+](=O)[O-])cc23)cc1	1	-1	/	-6
28	COc1ccc(Br)c(C(=O)N(C)CC(=O)Nc2ccc(N3CCOCC3)cc2)c1	-2	11	/	1
29	CC(=O)N1C(=O)C2(NCC(C)N2)c2ccccc21 (configuration not stated)	-2	/	0	-4
30	N=c1oc2ccc(Br)cc2cc1C(=O)NC1CCCCCC1	-3	-3	/	2

cpd	LGR2 antag	Xi reactivation	PGC1a acetyl inh	Cneo AK release
21	3	0.1	-3	-1
22	-1	-1.0	5	0
23	-13	0.1	13	-6
24	10	-0.7	8	-6
25	6	0.0	8	0
26	31	0.2	-2	1
27	-71	0.0	/	/
28	-4	-0.2	/	/
29	11	0.0	9	-1
30	4	-0.2	/	-1

# Next section:
cpd	molecule	ERAP1 HTS inh	SIRT5 block	Statin myotox sup	S100A4 inh HTS
31	Cc1ccc(S(=O)(=O)N2C[C@@H]3CCCC[C@@H]3[C@@H](C)[C@H]2c2cn(Cc3ccccc3)c3ccccc23)cc1	1	-3	1	-4
32	CC(=O)OC(COc1ccc(F)cc1)Cn1cnc2ccccc21 (configuration not stated)	4	-2	/	-2
33	COc1ccc(-c2noc(C3CCCN(C(=O)c4ccc(C)cc4)C3)n2)cc1 (configuration not stated)	/	-2	/	4
34	Cc1ccccc1Oc1ccc(NC(=O)C2CC=CCC2C(=O)O)cc1 (configuration not stated)	-1	-5	/	4
35	Cc1cc(=O)[nH]c2sc(C(=O)N3c4ccccc4CC3C)c(N)c12 (configuration not stated)	-6	-2	-17	-3
36	CCCC(=O)Oc1ccc(N(C(=O)CCC)S(=O)(=O)c2cccs2)cc1	5	-2	/	2
37	C[C@H]1CN([C@@H](C)CO)C(=O)c2cc(NC(=O)Nc3cccc4ccccc34)ccc2O[C@@H]1CN(C)C(=O)Nc1ccc2c(c1)OCO2	-3	-2	22	5
38	Cc1cccc(S(=O)(=O)N2CCCCN3[C@H](C2)[C@@H](c2ccc(C#C[C@@H](C)O)cc2)[C@@H]3CO)c1	3	0	-47	-1
39	O=C(C[C@H]1CC[C@H]2[C@@H](COC[C@@H](O)CN2C(=O)Nc2ccc(Cl)c(Cl)c2)O1)NC1CCC1	0	4	-13	0
40	C[C@H](CO)N1C[C@H](C)[C@@H](CN(C)C(=O)Nc2ccc(F)cc2)Oc2c(cccc2N(C)C)C1=O	1	-5	-2	8

cpd	LGR2 antag	Xi reactivation	PGC1a acetyl inh	Cneo AK release
31	36	-0.1	/	0
32	-5	0.6	-1	/
33	-14	0.0	-6	/
34	-10	-0.1	/	4
35	21	0.1	14	/
36	-7	0.0	-1	/
37	-3	0.1	4	-2
38	-3	-0.1	-5	2
39	3	0.3	4	-3
40	-22	0.3	-2	1

# (listing goes on)
cpd	molecule	ERAP1 HTS inh	SIRT5 block	Statin myotox sup	S100A4 inh HTS
41	CCN1CCN(CCCNC(=O)C2CCN(c3nnc(-n4c(C)ccc4C)s3)CC2)CC1	/	/	9	-3
42	CCC(CO)[n+]1c(C)cc(/C=C2\Sc3ccccc3N2Cc2ccccc2)cc1C (configuration not stated)	7	9	/	-12
43	Cc1cc(N2CCN(C)CC2)nc2ccc(NC(=S)NC3CC3)cc12	/	-5	/	-2
44	COCC(=O)N1CCCCN2[C@@H](CO)[C@@H](c3ccc(-c4ccc(C)cc4)cc3)[C@@H]2C1	-2	3	8	-6
45	CN(C)C(=O)c1cccc(-c2ccc([C@H]3[C@H]4CN(C(=O)C5CC5)CC(=O)N4[C@H]3CO)cc2)c1	1	3	/	-11
46	CN(CCOc1ccccc1)S(=O)(=O)c1ccccc1C#N	-3	-1	2	-4
47	O=C(NCCCN1CCOCC1)[C@H]1[C@H](CO)[C@H]2Cn3c(cccc3=O)[C@@H]1N2C(=O)C1CCCC1	2	2	/	6
48	CCCn1c(=O)c(C(=O)Nc2cccc(C)n2)c(O)c2ccccc21	-3	-3	11	2
49	C[C@H](CO)N1C[C@H](C)[C@@H](CN(C)C(=O)Nc2ccccc2)Oc2ccc(NS(=O)(=O)c3ccc(F)cc3)cc2CC1=O	1	0	11	9
50	C[C@H](CO)N1C[C@H](C)[C@@H](CN(C)S(=O)(=O)c2ccccc2F)OCc2cnnn2CCCC1=O	9&3	-4&0	-5&-13&8	-2&15

cpd	LGR2 antag	Xi reactivation	PGC1a acetyl inh	Cneo AK release
41	1	-0.1	1	-1
42	-52	103*	2	3
43	4	-0.2	7	/
44	-13	0.2	-2	0
45	1	0.0	5	/
46	-5	-0.1	8	-2
47	-4	0.5	/	/
48	4	0.0	/	-1
49	-14	1.3	-16	1
50	-10&12	0.1&0.1	1&4	-3&0

# Whole records as entered above.
# Profile of `CCC(CO)[n+]1c(C)cc(/C=C2\Sc3ccccc3N2Cc2ccccc2)cc1C` (configuration not stated) = ERAP1 HTS inh = 7; SIRT5 block = 9; Statin myotox sup = /; S100A4 inh HTS = -12; LGR2 antag = -52; Xi reactivation = 103*; PGC1a acetyl inh = 2; Cneo AK release = 3
# Profile of `CCCn1c(=O)c(C(=O)Nc2cccc(C)n2)c(O)c2ccccc21` = ERAP1 HTS inh = -3; SIRT5 block = -3; Statin myotox sup = 11; S100A4 inh HTS = 2; LGR2 antag = 4; Xi reactivation = 0.0; PGC1a acetyl inh = /; Cneo AK release = -1
# Profile of `CN(C)C(=O)c1cccc(-c2ccc([C@H]3[C@H]4CN(C(=O)C5CC5)CC(=O)N4[C@H]3CO)cc2)c1` = ERAP1 HTS inh = 1; SIRT5 block = 3; Statin myotox sup = /; S100A4 inh HTS = -11; LGR2 antag = 1; Xi reactivation = 0.0; PGC1a acetyl inh = 5; Cneo AK release = /
